# GLA spleen mod – qHTS Assay for Inhibitors and Activators of Human alpha-Galactosidase From Spleen Homogenate; Alpha-galactosidase A (Homo sapiens), P06280; human spleen homogenate, 4MU-alpha-Gal fluorescence, 40 min; Potency, µM (titrated, usually from 80 µM), inactives show at the highest dose activity change, negative = inhibition, usual class: inhibitors; 0.008% of 240,000 active; AID 2107, 2009;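 further: potency means the concentration at half of the fitted maximal effect; 0% = enzyme with vehicle and -100% = no enzyme basal signal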
# Target sequence (P06280 32-429 limits assumed): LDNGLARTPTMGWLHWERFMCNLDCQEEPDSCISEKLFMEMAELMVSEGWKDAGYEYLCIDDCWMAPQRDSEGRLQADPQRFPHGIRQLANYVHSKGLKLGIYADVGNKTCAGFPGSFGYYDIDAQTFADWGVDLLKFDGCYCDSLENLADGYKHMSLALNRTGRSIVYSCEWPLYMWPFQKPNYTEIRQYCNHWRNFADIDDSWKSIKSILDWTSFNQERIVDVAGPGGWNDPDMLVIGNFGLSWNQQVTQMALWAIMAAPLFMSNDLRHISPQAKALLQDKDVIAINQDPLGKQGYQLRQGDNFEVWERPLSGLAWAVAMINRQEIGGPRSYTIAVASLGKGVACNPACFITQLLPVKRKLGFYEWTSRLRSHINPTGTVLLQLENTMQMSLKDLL
#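 Human spleen homogenate (1 ug) as enzyme source, 4-methylumbelliferyl-alpha-D-galactopyranoside 1 mM final, citrate/phosphate pH 5.0 with 0.01% Tween-20. Compounds 40 min at 37C, NaOH/glycine stop; fluorescence Ex 365/Em 440, Hill-fit AC50.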
# IMPase Li cell – qHTS Assay for Identifying the Cell-Membrane Permeable IMPase Inhibitors: Potentiation with Lithium; 0.35% of 210,000 active; Potency, µM (highest dose often 59.4 µM), without a hit: at the highest dose activity, negative = IMPase inhibition, most hits filed as inhibitors; CHO-M1 cells, IP1 TR-FRET (IP-One), carbachol + lithium;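 further: IP1 builds up when IMPase is blocked and the TR-FRET signal falls; potency means the concentration at half of the fitted maximal effect; plate controls were basal vehicle for no effect and high inhibitor control for full effect; nearly all actives have a fitted effect of over 50% in size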
#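 Lithium-sensitised IP1 accumulation assay; M1-expressing CHO cells treated 30 min at 37C with compound. Competitive antibody detection by time-resolved FRET followed a 10 min room-temperature lysis step.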
# Lamin A splicing – qHTS Assay for Modulators of Lamin A Splicing | HeLa LMNA splicing GFP/RFP minigene ratio, 48 h | Potency, µM (doses to about 46.1 µM), for the others: top-dose ratio change, negative = inhibition, usual class: inhibitors | 0.01% of 200,000 active; active means well fitted inhibition curve with a large enough effect in the signal ratio, with a control signal flat, not every such curve was filed as active; inconclusive means small, poorly fitted or top-dose-only effect, or effect the other way, or a change in a side signal; the % refers to the signal ratio; further: potency means the concentration at half of the fitted maximal effect; on the % scale 0 is the no-effect control and ±100 the full control effect
#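 Read-out is the ratio of GFP to DsRed2 object intensity, acquired by 488 nm laser-scanning cytometry on HeLa lamin A-EGFP minigene reporter cells. Compound incubation 48 hrs at 37 °C in Opti-MEM with 2% FBS; DMSO 0.5% final.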
# NPSR antag – qHTS Assay for Antagonists of the Neuropeptide S Receptor: cAMP Signal Transduction. Potency, µM (series often up to 38.3 µM), without a hit: at the top dose activity change, negative = inhibition, actives largely listed as inhibitors. 1% of 220,000 active. Q6W5P4. AID 1461, 2008. CHO-NPSR cells, cAMP TR-FRET, antagonist mode; further: potency means the concentration at half of the fitted maximal effect; on the % scale 0 is the no-effect control and ±100 the full control effect; nearly all actives have a fitted effect of over 50% in size; many of its hits are not listed in these tables
# KinaseGlo FLuc – Counterscreen for Luciferase (Kinase-Glo TM) Inhibition; 0.28% of 200,000 active; Luciferin 4-monooxygenase (Photuris pensylvanica), Q27757; Kinase-Glo luciferase, ATP luminescence, 8 min; Potency, µM (series often up to 38.3 µM), without a hit: at the highest dose activity change, negative = inhibition, actives largely listed as inhibitors; further: potency means the concentration at half of the fitted maximal effect; on the % scale 0 is the no-effect control and ±100 the full control effect; nearly all actives have a fitted effect of over 60% in size
#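 Compound is pinned into ATP-containing buffer (10 uM ATP, imidazole pH 7.2, 7 mM MgCl2). Kinase-Glo luciferase reagent is then added. Light output is recorded following an 8-min room-temperature incubation.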
# Epigenetic derep – Quantitative High-Throughput Screen for Regulators of Epigenetic Control; Potency, µM (highest dose often 53.9 µM), for the others: at the top dose GFP activation, actives largely listed as activators; AID 1865, 2009; murine LDR cells, GFP reporter derepression, 30 h; 0.2% of 280,000 active; further: potency means the concentration at half of the fitted maximal effect; % of control where 0% means no effect; nearly all actives have a fitted effect of over 60% in size
#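 Murine LDR cells bearing a silenced CMV-driven GFP reporter were exposed to compound for 30 h at 37 C. After PBS washes, GFP-positive cells (20-120 um objects) counted by laser-scanning microplate cytometry.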
# CBFb RUNX1 block – qHTS Assay for Compounds Blocking the Interaction Between CBF-beta and RUNX1 for the Treatment of Acute Myeloid Leukemia | AlphaScreen CBFb-His/RUNX1-biotin binding, biochemical | AID 1477, 2009 | 230,000 tested, under 10 active | Potency, µM (top dose mostly 59.8 µM), inactives show at the top dose activity, negative = inhibition, usual class: inhibitors; further: % of control where 0% means no effect
# Target sequence (Q01196 whole entry, looked up): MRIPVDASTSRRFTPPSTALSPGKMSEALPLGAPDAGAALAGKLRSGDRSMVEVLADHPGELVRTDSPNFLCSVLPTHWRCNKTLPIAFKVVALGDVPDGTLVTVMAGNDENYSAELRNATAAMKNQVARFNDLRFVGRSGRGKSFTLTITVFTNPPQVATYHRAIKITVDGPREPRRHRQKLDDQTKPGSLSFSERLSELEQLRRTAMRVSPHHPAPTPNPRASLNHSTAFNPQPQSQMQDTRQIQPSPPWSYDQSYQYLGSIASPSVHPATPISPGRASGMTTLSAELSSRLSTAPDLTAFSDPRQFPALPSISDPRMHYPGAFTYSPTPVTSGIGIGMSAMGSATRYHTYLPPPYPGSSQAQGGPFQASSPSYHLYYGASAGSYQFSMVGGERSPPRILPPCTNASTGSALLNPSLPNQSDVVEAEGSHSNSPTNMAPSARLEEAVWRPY
# Target sequence (Q13951 whole entry, looked up): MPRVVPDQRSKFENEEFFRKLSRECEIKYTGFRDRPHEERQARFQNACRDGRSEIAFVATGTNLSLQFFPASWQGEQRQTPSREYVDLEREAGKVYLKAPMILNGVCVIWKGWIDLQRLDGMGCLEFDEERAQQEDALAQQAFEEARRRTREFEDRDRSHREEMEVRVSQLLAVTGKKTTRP
#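 Room-temperature protein-protein interaction test with 30 nM each of His-tagged CBF-beta and biotinylated RUNX1, 15 min with compound, then 90 min with nickel plus streptavidin beads. Signal read in AlphaScreen mode.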
# Numbers without * were called inactive; ? = inconclusive; / = no result given; & = joins results of further samples; [ ] = remark or other dose. Unless noted, the call rests on the fitted dose curve; in most records, active means well fitted curve in the direction sought with a large enough effect; inconclusive means small, poorly fitted or top-dose-only effect, or another doubt; inactive means no such curve, though single readings can be large; an effect the other way counts as inactive or inconclusive.
SMILES,GLA spleen mod,IMPase Li cell,Lamin A splicing,NPSR antag,KinaseGlo FLuc,Epigenetic derep,CBFb RUNX1 block
COc1ccc(C(=O)NNC(=O)CSc2nnc(COc3ccccc3OC)n2C)cc1,5%,1%,-6%,31%,-3%,-1.6%,-8%
Oc1ccc(Nc2nc(-c3ccc(O)cc3)cs2)cc1,2%,15%[38.3 µM],?,?,-1%,1.7%,/
CC(=O)N1CCC(N(C(=O)Nc2c(F)cccc2F)C(C)C)CC1,5%,-3%[38.3 µM],-11%[46 µM],-6%[46.1 µM],1%,-2.4%&-5.5%,-7%
Cc1c(O)ccc(C(=O)CN2C(=O)c3ccccc3C2=O)c1O,-20%,39%[activator][38.3 µM],7%,-16%[46.1 µM],0%,0.9%,-3%
O=C(COc1ccccc1)NCCSCc1ccccc1Cl,12%,12%,/,37%,1%,1.0%,-4%
COCCN(C(=S)Nc1cc(C)cc(C)c1)C(C)c1ccco1 (configuration not stated),-2%,6%,6%[46 µM],-39%,-2%,0.1%,1%
CCCCCCn1nc(C(=O)Nc2nc3c(s2)CCCC3)c2ccccc2c1=O,2%,7%,-10%,-4%[46.1 µM],2%,0.0%,-8%
C[n+]1ccn(CC(=O)c2ccc(Cl)cc2)c1,-5%,1%,-14%,19%,0%,-3.2%,5%
Cc1cc(C(=O)NC2=NCCS2)cs1,-1%,1%,-10%,0%[46.1 µM],-3%,0.2%,4%
COCc1ccc2oc(C(=O)O)cc2c1,-3%,-15%[38.3 µM],?,-3%[46.1 µM],-5%,-1.1%,2%
CCc1nnc(NC(=O)c2sc3nc4cc(C)ccc4cc3c2N)s1,-1%,-12%[38.3 µM],?,-30%[46.1 µM],-4%,3.3%,2%
CC(NCc1cccs1)C(=O)NC1CCCCC1 (configuration not stated),-4%,9%,/,5%,-3%,-0.1%,16%
COc1ccc(NC(=O)N2CC3(CCN(C(=O)c4ccncc4)CC3)C2)cc1,0%,-6%,/,/,-1%,/,/
CCOc1ccc(C(c2c(O)nc(SC)n(C)c2=O)c2c(O)nc(SC)n(C)c2=O)cc1,5%,-1%[38.3 µM],6%,-4%[46.1 µM],0%,0.0%,5%
Cc1ccc(C(=O)NNC(=O)Cn2nnc3ccccc32)cc1,-3%,/,/,-3%,/,2.7%,7%
CCN(CC)c1ccc(CNc2nc3ccccc3n2C(C)C)cc1,5%,/,/,-31%,/,-1.1%,-1%
O=C(NC1CCCCC1)Nn1c(-c2ccccc2)nc2ccccc2c1=O,12%,-1%,5%,0%,-1%,1.1%,1%
O=C1C=C(NC2CCCC2)CC(c2ccccc2)C1 (configuration not stated),-3%,-8%,?,-8%,0%,1.3%,5%
COc1ccc2c(c1)O[C@H](c1ccc3c(c1)OCO3)[C@@H](OC(=O)NCc1ccco1)C2=O,16%,18%,/,/,0%,0.0%,?
CC(NCC(O)COc1ccc(S(=O)(=O)N2CCOCC2)cc1)c1ccccc1 (configuration not stated),-7%,12%,?,?,0%,-1.5%,10%
O=C(CCc1n[nH]c(=O)[nH]c1=O)N/N=C/c1ccc(Br)o1,2%,-7%,14%[46 µM],-3%,0%,2.6%,-8%
COC(=O)c1cccc([N+](=O)[O-])c1CN1CCCC(C(N)=O)C1 (configuration not stated),3%,2%,?,5%,-1%,1.1%,5%
COCCN1Cc2cccc(C(=O)NC3CCCCCC3)c2C1=O,8%,0%,12%,-15%,2%,0.9%,8%
CC(=O)Nc1ccc(S(=O)(=O)N(Cc2ccccc2)c2ccccc2)cc1,-2%,-3%,/,-17%,0%,2.2%,-4%
COCC(C)NC(=O)c1cc(-c2ccc(OC)c(OC)c2)on1 (configuration not stated),6%,9%[38.3 µM],-9%,-7%[46.1 µM],6%,1.4%,25%

# The closing 2 compounds of the section before lead into the next.
SMILES,GLA spleen mod,IMPase Li cell,Lamin A splicing,NPSR antag,KinaseGlo FLuc,Epigenetic derep,CBFb RUNX1 block
CC(=O)Nc1ccc(S(=O)(=O)N(Cc2ccccc2)c2ccccc2)cc1,-2%,-3%,/,-17%,0%,2.2%,-4%
COCC(C)NC(=O)c1cc(-c2ccc(OC)c(OC)c2)on1 (configuration not stated),6%,9%[38.3 µM],-9%,-7%[46.1 µM],6%,1.4%,25%
COc1cccc(N2CCN(CC(=O)Nc3nc4c(s3)CC(C)CC4)CC2)c1 (configuration not stated),2%,17%[38.3 µM],-26%,-16%[46.1 µM],2%,0.0%,-22%
[O-]/[N+](=C\c1cccc(Br)c1)c1ccccc1,-13%,4%,/,7%,?,0.1%,3%
CCN1CCN(c2cc(C)c3cc(NC(=S)N4CCN(c5ccccc5)CC4)ccc3n2)CC1,5%,3%,/,3%,0%,2.1%,-10%
CCOCC(=O)Nc1ccc(C(=O)Nc2ccccc2Cl)cc1,-7%,9%,5%[46 µM],4%,-2%,0.1%,8%
CCCCNC(=O)C(c1ccc(OCC(=O)OC)c(C(=O)OC)c1)N(CCc1ccccc1)C(=O)CCCCCN1C(=O)NC(c2ccc(-c3ccccc3)cc2)C(C(=O)OCc2ccccc2)=C1C (configuration not stated),7%&3%,-9%,/,5%,1%,0.9%&1.6%,-7%&-8%
CCC(C)(C)n1nnnc1C(c1ccc(O)c(OC)c1)N1CCN(c2nc3ccccc3s2)CC1 (configuration not stated),-7%,21%[38.3 µM],?,?,-3%,6.7%,-13%
CSc1nc2c(C)c(C)c(C)c(C)c2[nH]1,-4%,/,/,-5%,/,-0.2%,21%
CCOC(=O)c1ccc(NS(=O)(=O)c2cc(C)ccc2OC)cc1,6%,-1%[38.3 µM],?,-19%[46.1 µM],3%,-0.3%,4%
COc1cccc(C(=O)CN2C3=NCCCN3c3ccccc32)c1,-1%,6%[38.3 µM],?,2%[46.1 µM],-1%,0.0%,4%
CCOC(=O)CNS(=O)(=O)c1cc(-c2nn(C)c(=O)c3ccccc23)ccc1C,2%,24%[38.3 µM],-10%,?,-3%,0.4%,-14%
C=CCN(c1ccc(OC)cc1)S(=O)(=O)c1ccc(Cl)c(C(=O)OCC(=O)NC2CC2)c1,3%,-1%,?,-11%,-5%,0.2%,-8%
COc1ccc(-c2cc3ccccc3n2CC(O)CN2CCOCC2)cc1 (configuration not stated),4%,-25%[38.3 µM],?,-20%[46.1 µM],2%,-3.0%,-1%
CC1CCCC(C)N1C(=O)c1cc(-c2cccs2)on1 (configuration not stated),1%,5%,-4%,-2%[46.1 µM],0%,-2.0%,1%
CCc1nc(SCC(=O)Nc2c(C)nn(C)c2C)c2cnn(-c3ccccc3)c2n1,-6%,-7%[38.3 µM],-1%,-17%[46.1 µM],-2%,-0.9%,0%
CCCN1CCC(=O)N(CCSc2ccc(C)cc2)CC1,2%&5%,/,/,20%,/,-3.4%,5%&5%
O=C1NCC(c2ccccc2)C1C(=O)N/N=C\c1ccc(-c2ccc(Cl)c(Cl)c2)o1 (configuration not stated),-3%,20%[38.3 µM],3%,-4%[46.1 µM],18%,-0.7%,-1%
CCn1cc(S(=O)(=O)CC(=O)Nc2ccc3c(c2)OCO3)c2ccccc21,-3%,/,/,-6%,/,5.3%,2%
Nn1c(C2COc3ccccc3O2)n[nH]c1=S (configuration not stated),-7%,/,/,-22%,/,0.5%,-6%
CC(C)NC(=O)CC(=O)N/N=C\c1ccccc1C(=O)O,12%,3%,8%[46 µM],-17%,0%,1.5%,2%
C=CCn1c(SCC(C)=O)nnc1-c1ccc2ncccc2c1,4%,/,/,5%,/,2.2%,13%
CCOC(=O)C1=C(N)Oc2cc(O)ccc2C1c1cccc([N+](=O)[O-])c1 (configuration not stated),-4%,19%,/,-30%,0%,7.6%,0%
Cc1ccc(/C=N/NC(=O)CSc2nc3ccccc3c(=O)n2-c2ccccc2C)s1,-4%,4%,?,-10%,-1%,-1.9%,-16%
COc1cc2[nH]c(=O)n(Cc3ccc(C(=O)NC4CCCC4)cc3)c(=O)c2cc1OC,8%,-73%[38.3 µM],12%,-14%[46.1 µM],0%,-0.8%,1%
O=C(CC(c1ccccc1)c1cc(Br)ccc1O)N1CCCC1 (configuration not stated),0%,19%,/,-5%,0%,-1.2%,-1%
CC(=O)N[C@H](Cc1c[nH]c2ccccc12)C(N)=O,13%,-11%,/,/,-8%,-1.3%,4%
Oc1ccc(Br)cc1/C=N/Nc1ncc(-c2ccccc2)cn1,3%,-1%,/,3%,5%,3.0%,?

# Laid out differently: results already given.
> CCN1CCN(c2cc(C)c3cc(NC(=S)N4CCN(c5ccccc5)CC4)ccc3n2)CC1
- GLA spleen mod: 5%
- IMPase Li cell: 3%
- Lamin A splicing: /
- NPSR antag: 3%
- KinaseGlo FLuc: 0%
- Epigenetic derep: 2.1%
- CBFb RUNX1 block: -10%
> CCOCC(=O)Nc1ccc(C(=O)Nc2ccccc2Cl)cc1
- GLA spleen mod: -7%
- IMPase Li cell: 9%
- Lamin A splicing: 5%[46 µM]
- NPSR antag: 4%
- KinaseGlo FLuc: -2%
- Epigenetic derep: 0.1%
- CBFb RUNX1 block: 8%
> CCCCNC(=O)C(c1ccc(OCC(=O)OC)c(C(=O)OC)c1)N(CCc1ccccc1)C(=O)CCCCCN1C(=O)NC(c2ccc(-c3ccccc3)cc2)C(C(=O)OCc2ccccc2)=C1C (configuration not stated)
- GLA spleen mod: 7%&3%
- IMPase Li cell: -9%
- Lamin A splicing: /
- NPSR antag: 5%
- KinaseGlo FLuc: 1%
- Epigenetic derep: 0.9%&1.6%
- CBFb RUNX1 block: -7%&-8%
> CCC(C)(C)n1nnnc1C(c1ccc(O)c(OC)c1)N1CCN(c2nc3ccccc3s2)CC1 (configuration not stated)
- GLA spleen mod: -7%
- IMPase Li cell: 21%[38.3 µM]
- Lamin A splicing: ?
- NPSR antag: ?
- KinaseGlo FLuc: -3%
- Epigenetic derep: 6.7%
- CBFb RUNX1 block: -13%

# A portion of the library. The share of hits here may be higher or lower than overall.
